BioA inh = blocks M. tuberculosis BioA enzyme activity; inhibition, % at 9.99 µM; purified M. tuberculosis BioA enzyme, plate reader; 0.096% of 360,000 active; in the data active means inhibition above about 40%
The depositor's hits bear a star; & = joins results of further samples.

Molecule,BioA inh
O=C(C1CC1)N1C[C@@H]2[C@H](c3ccccc31)[C@@H](CO)N2C(=O)Nc1cccc(F)c1,4.7
C[C@H](CO)N1C[C@H](C)[C@H](CN(C)CC2CCCCC2)Oc2c(NS(C)(=O)=O)cccc2C1=O,0.1
C[C@@H]1CN([C@@H](C)CO)C(=O)c2cccc(NC(=O)Nc3ccc4c(c3)OCO4)c2O[C@H]1CN(C)C(=O)Nc1cccc2ccccc12,1.0
C[C@@H]1CN([C@@H](C)CO)C(=O)Cc2cc(N(C)C)ccc2O[C@H]1CN(C)C(=O)Nc1ccccc1,-0.7
COc1ccc(NC(=O)N(C)C[C@@H]2OCCCC[C@@H](C)Oc3ccc(NC(=O)CCCCCC(=O)Nc4ccccc4N)cc3C(=O)N([C@H](C)CO)C[C@@H]2C)cc1,-1.1
COCC#Cc1cnc2c(c1)C(=O)N([C@H](C)CO)C[C@@H](C)[C@H](CN(C)C(=O)c1ccc3c(c1)OCO3)O2,2.7
COc1ccc(NC(=O)N[C@@H]2CC[C@@H](CCn3cc(-c4ccc(F)cc4)nn3)O[C@H]2CO)cc1,-2.7
C[C@@H]1CN([C@@H](C)CO)C(=O)c2cc(NC(=O)Cc3ccccc3)ccc2O[C@@H](C)CCCCO[C@@H]1CN(C)C(=O)CCC(F)(F)F,-1.2
C[C@@H]1CCCCO[C@H](CN(C)C(=O)c2ccncc2)[C@@H](C)CN([C@H](C)CO)C(=O)c2cc(NS(=O)(=O)c3cn(C)cn3)ccc2O1,-3.2
C[C@@H]1CN([C@H](C)CO)C(=O)c2cccc(NS(=O)(=O)c3ccc(Cl)cc3)c2O[C@H]1CN(C)CC1CC1,-0.9
Cc1noc(C)c1C(=O)N(C)C[C@@H]1OCc2ccccc2-c2ccccc2C(=O)N([C@@H](C)CO)C[C@@H]1C,-1.2
O=C(Nc1ccc(C(F)(F)F)cc1)N[C@H]1CC[C@H](CC(=O)N2CCCCC2)O[C@H]1CO,-2.4

Molecule,BioA inh
O=C(C1CCCC1)N1CCCCN2[C@@H](CO)[C@@H](c3ccc(C#CC4(O)CCCC4)cc3)[C@@H]2C1,-2.4
C[C@H](CO)N1C[C@H](C)[C@H](CN(C)C)Oc2cc(C#Cc3ccncc3)ccc2S1(=O)=O,0.2
CCC(=O)N1CC[C@@H]2[C@H]1c1cc(-c3ccc(C#N)cc3)ccc1N(C)[C@H]2CO,11.7
C[C@H](CO)N1C[C@H](C)[C@H](CN(C)C)Oc2ccc(NC(=O)Cc3ccccc3)cc2C1=O,-4.4
C[C@H]1CN([C@@H](C)CO)C(=O)c2cc(NC(=O)Nc3ccc4c(c3)OCO4)ccc2O[C@@H]1CN(C)Cc1ccncc1,-0.8
C[C@H](CO)N1C[C@H](C)[C@@H](CN(C)CC2CCCCC2)OCCCC[C@H](C)Oc2ccc(NC(=O)Nc3ccccc3)cc2C1=O,0.2
O=C(C[C@@H]1CC[C@H](NC(=O)C2CC2)[C@@H](CO)O1)NCc1ccncc1,0.1
CC(C)CC#Cc1cnc2c(c1)C(=O)N([C@H](C)CO)C[C@H](C)[C@@H](CN(C)C(=O)c1ccccc1F)O2,0.6
C[C@H]1CN([C@@H](C)CO)C(=O)c2cccc(NC(=O)Nc3ccc4c(c3)OCO4)c2O[C@@H]1CN(C)C(=O)Nc1ccc2c(c1)OCO2,4.1
N#C[C@@H]1[C@H](c2ccc(-c3cncnc3)cc2)[C@H](CO)N1C(=O)Cc1ccccc1,1.0
O=C([C@@H]1[C@@H](CO)[C@@H]2Cn3c(ccc(-c4ccccc4)c3=O)[C@H]1N2CCC(F)(F)F)N1CCOCC1,-1.5
CN1c2ccc(-c3ccc(F)cc3)cc2[C@@H]2[C@@H](CCN2C(=O)c2cccnc2)[C@H]1CO,8.0

Molecule,BioA inh
CO[C@H]1CN(C)C(=O)c2ccc(NC(=O)c3nc4ccccc4s3)cc2OC[C@H](C)NC[C@@H]1C,0.3
C[C@H]1CN([C@@H](C)CO)C(=O)c2cccc(N(C)C)c2O[C@@H]1CN(C)S(=O)(=O)c1ccc(F)cc1,-0.1
C[C@H]1CN([C@@H](C)CO)S(=O)(=O)c2ccc(-c3ccc(F)cc3)cc2O[C@@H]1CN(C)C(=O)c1ccccc1F,0.1
C[C@@H]1CN([C@H](C)CO)C(=O)c2cc(N(C)C)ccc2O[C@H]1CN(C)Cc1ccccc1,10.7
C[C@@H]1CN([C@H](C)CO)C(=O)c2cccc(NC(=O)c3nc4ccccc4s3)c2O[C@@H]1CN(C)Cc1ccc(Cl)c(Cl)c1,1.7
CCNC(=O)Nc1ccc2c(c1)C(=O)N(C)[C@H]1CC[C@H](CC(=O)NCc3ccccc3F)O[C@@H]1CO2,0.1
Cc1ccc(S(=O)(=O)Nc2cccc3c2O[C@@H](CN(C)S(=O)(=O)c2ccc(F)cc2)[C@H](C)CN([C@@H](C)CO)C3=O)cc1,0.8
O=C(CC(F)(F)F)N1C[C@@H]2[C@H](c3ccccc31)[C@H](CO)N2CC1CCOCC1,1.9
CN1C(=O)c2cc(NC(=O)c3ccccc3F)ccc2OC[C@H]2O[C@@H](CC(=O)NCc3ccc4c(c3)OCO4)CC[C@H]21,-0.1
Cc1cccc(NC(=O)Nc2ccc3c(c2)C(=O)N(C)[C@H]2CC[C@H](CC(=O)O)O[C@@H]2CO3)c1,-2.6
C[C@@H]1CCCCO[C@H](CN(C)C(=O)Nc2ccc(C(F)(F)F)cc2)[C@H](C)CN([C@H](C)CO)C(=O)c2cc(NC(=O)Nc3ccccc3)ccc2O1,-1.9
Cc1noc(C)c1S(=O)(=O)Nc1ccc2c(c1)CC(=O)N([C@@H](C)CO)C[C@@H](C)[C@H](CN(C)C(=O)Nc1ccc(F)cc1)O2,17.2

Molecule,BioA inh
C[C@@H]1CN([C@@H](C)CO)C(=O)c2cc(-c3cccc(F)c3)cnc2O[C@H]1CN(C)C(=O)c1cnccn1,6.5
C[C@@H]1CN([C@@H](C)CO)C(=O)Cc2cc(NC(=O)CCC(F)(F)F)ccc2O[C@H]1CN(C)S(=O)(=O)c1ccccc1,0.8
CC1C=NC(S(=O)(=O)N2CC[C@H]3[C@@H](CO)N(C)c4ccc(C#Cc5cccnc5)cc4[C@H]32)=N1 (some centres not stated),4.1
C[C@@H]1CN([C@H](C)CO)C(=O)c2cccc(NS(=O)(=O)c3ccccc3)c2O[C@@H]1CN(C)C(=O)Nc1cccc2ccccc12,-0.8
Cc1noc(C)c1S(=O)(=O)Nc1ccc2c(c1)C(=O)N([C@@H](C)CO)C[C@H](C)[C@@H](CN(C)Cc1ccc(C(F)(F)F)cc1)OCCCC[C@@H](C)O2,1.9
C[C@@H]1CN([C@H](C)CO)C(=O)c2cc(NC(=O)NC3CCCCC3)ccc2O[C@@H]1CN(C)C(=O)Nc1ccc(C(F)(F)F)cc1,0.7
CNC[C@H]1Oc2ncc(-c3cccc(C(=O)N(C)C)c3)cc2C(=O)N([C@H](C)CO)C[C@H]1C,-0.4
Cc1ccc(S(=O)(=O)N(C)C[C@@H]2Oc3ncc(-c4ccncc4)cc3C(=O)N([C@H](C)CO)C[C@@H]2C)cc1,-4.3
C[C@H]1CN([C@@H](C)CO)C(=O)c2cccc(NC(=O)C3CCOCC3)c2O[C@H]1CN(C)Cc1ccc2c(c1)OCO2,-1.4
Cc1noc(C)c1NC(=O)N(C)C[C@@H]1OCCCC[C@H](C)Oc2ccc(NS(=O)(=O)c3cn(C)cn3)cc2C(=O)N([C@H](C)CO)C[C@@H]1C,-2.4
C[C@@H]1CN([C@@H](C)CO)C(=O)Cc2cc(NC(=O)Cn3cnnn3)ccc2O[C@@H]1CN(C)C(=O)Nc1ccccc1,0.1
C[C@H]1CN([C@@H](C)CO)C(=O)c2cc(NC(=O)C3CCCCC3)ccc2O[C@@H]1CN(C)S(C)(=O)=O,-1.9

Molecule,BioA inh
CCCNC(=O)N1C[C@H](O)COC[C@H]2O[C@H](CC(=O)NCc3ccc(Cl)c(Cl)c3)CC[C@@H]21,-1.0
C[C@H](CO)N1C[C@H](C)[C@H](CN(C)Cc2ccccc2C(=O)O)OCc2cnnn2CCCC1=O,-2.0
CN(C)CC(=O)N1[C@H](CO)[C@H](c2ccc(/C=C/c3ccccc3)cc2)[C@@H]1C#N,-0.2
CO[C@H]1CN(C)C(=O)c2ccc(NS(=O)(=O)c3cn(C)cn3)cc2OC[C@@H](C)N(CCC(F)(F)F)C[C@H]1C,-0.5
C[C@@H]1CN([C@H](C)CO)C(=O)Cc2cc(NC(=O)CCC(F)(F)F)ccc2O[C@@H]1CN(C)Cc1ccc(C(=O)O)cc1,1.0
O=C(N[C@H]1CC[C@H](CC(=O)N2CCN(c3ccccc3)CC2)O[C@@H]1CO)c1ccccc1,1.3
O=C(Cc1ccccn1)NCC[C@H]1CC[C@@H](NC(=O)Nc2ccc(Cl)cc2)[C@H](CO)O1,-2.6
C[C@H](CO)N1C[C@H](C)[C@@H](CN(C)Cc2ccccc2)Oc2c(NS(C)(=O)=O)cccc2C1=O,-0.3&-0.3
CO[C@H]1CN(C)C(=O)c2cc(NC(C)=O)ccc2OC[C@H](C)N(Cc2ccccc2C(=O)O)C[C@@H]1C,-0.8
CCC(=O)Nc1ccc2c(c1)C(=O)N(C)C[C@H](OC)[C@@H](C)CN(Cc1cccc(F)c1)[C@H](C)CO2,6.6
CNC(=O)C[C@@H]1CC[C@@H]2[C@H](COc3ccc(NC(=O)C4CCCCC4)cc3C(=O)N2C)O1,-1.1
C[C@H]1CN([C@@H](C)CO)C(=O)Cc2cc(NC(=O)Nc3ccc(F)cc3)ccc2O[C@@H]1CN(C)S(C)(=O)=O,-0.6

Molecule,BioA inh
C=CCN1C(=O)[C@@]2(O[C@@H](CCO)[C@H]([Si](C)(C)c3ccc(OC)cc3)[C@H]2C)c2cc(N3CCC3=O)ccc21,1.3
CC(C)NC(=O)Nc1ccc2c(c1)C(=O)N([C@@H](C)CO)C[C@H](C)[C@H](CN(C)Cc1ccccc1)OCCCC[C@H](C)O2,1.3
O=C(NC1Cc2ccccc2C1)[C@@H]1[C@@H](CO)[C@@H]2Cn3c(cccc3=O)[C@@H]2N1C(=O)C1CC1,-0.4
C[C@@H]1CN([C@H](C)CO)C(=O)c2cc(NC(=O)Nc3ccccc3)ccc2O[C@H]1CN(C)S(=O)(=O)c1ccc(F)cc1,-1.1
CCCNC(=O)Nc1ccc2c(c1)C(=O)N(C)C[C@@H](OC)[C@@H](C)CN(Cc1ccccn1)[C@@H](C)CO2,-0.6
COc1ccc(CN2C[C@@H](C)[C@@H](OC)CN(C)C(=O)c3cc(NC(=O)C4CC4)ccc3OC[C@H]2C)cc1,1.8
C[C@@H]1CN([C@@H](C)CO)C(=O)c2cc(NS(C)(=O)=O)ccc2O[C@@H](C)CCCCO[C@H]1CN(C)Cc1ccc(C(=O)O)cc1,0.0
COCC#Cc1cnc2c(c1)C(=O)N([C@@H](C)CO)C[C@H](C)[C@@H](CN(C)C(=O)C1CCC1)O2,-1.8
COCC(=O)N1CCCCN2[C@H](C1)[C@@H](c1ccc(C#Cc3ccc(OC)cc3)cc1)[C@@H]2CO,-2.6
CCCC#Cc1cnc2c(c1)C(=O)N([C@@H](C)CO)C[C@@H](C)[C@H](CN(C)C)O2,-1.8
C[C@@H]1CCCCO[C@@H](CN(C)C(=O)NC2CCCCC2)[C@@H](C)CN([C@@H](C)CO)C(=O)c2cc(NC(=O)Nc3ccccc3)ccc2O1,8.4
C[C@@H]1CCCCO[C@@H](CN(C)S(=O)(=O)c2ccccc2)[C@H](C)CN([C@@H](C)CO)C(=O)c2cc(NC(=O)Cc3ccccc3)ccc2O1,-2.6

As a short view, 9 of the compounds above.
Molecule,BioA inh
C[C@@H]1CN([C@H](C)CO)C(=O)c2cc(NC(=O)Nc3ccccc3)ccc2O[C@H]1CN(C)S(=O)(=O)c1ccc(F)cc1,-1.1
CCCNC(=O)Nc1ccc2c(c1)C(=O)N(C)C[C@@H](OC)[C@@H](C)CN(Cc1ccccn1)[C@@H](C)CO2,-0.6
COc1ccc(CN2C[C@@H](C)[C@@H](OC)CN(C)C(=O)c3cc(NC(=O)C4CC4)ccc3OC[C@H]2C)cc1,1.8
C[C@@H]1CN([C@@H](C)CO)C(=O)c2cc(NS(C)(=O)=O)ccc2O[C@@H](C)CCCCO[C@H]1CN(C)Cc1ccc(C(=O)O)cc1,0.0
COCC#Cc1cnc2c(c1)C(=O)N([C@@H](C)CO)C[C@H](C)[C@@H](CN(C)C(=O)C1CCC1)O2,-1.8
COCC(=O)N1CCCCN2[C@H](C1)[C@@H](c1ccc(C#Cc3ccc(OC)cc3)cc1)[C@@H]2CO,-2.6
CCCC#Cc1cnc2c(c1)C(=O)N([C@@H](C)CO)C[C@@H](C)[C@H](CN(C)C)O2,-1.8
C[C@@H]1CCCCO[C@@H](CN(C)C(=O)NC2CCCCC2)[C@@H](C)CN([C@@H](C)CO)C(=O)c2cc(NC(=O)Nc3ccccc3)ccc2O1,8.4
C[C@@H]1CCCCO[C@@H](CN(C)S(=O)(=O)c2ccccc2)[C@H](C)CN([C@@H](C)CO)C(=O)c2cc(NC(=O)Cc3ccccc3)ccc2O1,-2.6

(list continues)
Molecule,BioA inh
C[C@H](CO)N1C[C@H](C)[C@@H](CN(C)Cc2ccccc2)Oc2ccc(NC(=O)Nc3ccc4c(c3)OCO4)cc2CC1=O,-3.1
O=C(C[C@@H]1CC[C@H](NC(=O)NC2CCCCC2)[C@@H](CO)O1)NCc1ccccc1,-1.3
O=C(NCC[C@H]1CC[C@@H](NS(=O)(=O)c2ccccc2)[C@@H](CO)O1)c1ccc2c(c1)OCO2,1.0
C[C@@H]1CN([C@@H](C)CO)C(=O)c2cc(NC(=O)Nc3cccc4ccccc34)ccc2O[C@@H](C)CCCCO[C@H]1CN(C)C(=O)NC1CCCCC1,4.0
C[C@H](CO)N1C[C@H](C)[C@H](CN(C)C(=O)Cc2ccncc2)Oc2cc(C#CC3CCCCC3)ccc2S1(=O)=O,0.4
Cc1ccccc1S(=O)(=O)NCC[C@@H]1CC[C@@H](NC(=O)Nc2cccc(F)c2)[C@@H](CO)O1,6.6
CO[C@@H](CN(C)S(=O)(=O)c1cn(C)cn1)[C@@H](C)CN(C(=O)Nc1ccc(C(F)(F)F)cc1)[C@H](C)CO,-1.0

Some of the compounds tested (hit frequency here may not be typical).
